Screening results: PubChem BioAssay, National Center for Advancing Translational Sciences (NCATS)
GLS inhibitor – glutaminase GLS (human) inhibition; Potency, µM (top dose mostly 45.5 µM), without a hit: at the top dose activity change, negative = inhibition, actives largely listed as inhibitors; GLS enzymatic activity, qHTS titration; O94925; AID 624170; 410,000 tested, 0.21% active; further: potency means the concentration at half of the fitted maximal effect; on the % scale 0 is the no-effect control and ±100 the full control effect
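hKGA; 45 mM KH2PO4 pH 8.2 + 0.02% Tween-20; cpd via pin tool; 1 mM Gln soln; GluOx/HRP/Amplex Red; RT 30 min; fluor. t0 & final.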
PI4K2A inh – blocks human PI4K2A kinase activity | Q9BTU6 | purified PI4K2A, ADP-Glo luminescence, 1 h; hits give low values | activity change, negative = inhibition, % at 76.9 µM | 420,000 tested, 0.13% active | AID 1346378; in the data active means activity change below about -50%; inconclusive means mostly about -30% to -49%;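 further: -100% = wells without enzyme as full effect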
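Compounds are screened against recombinant PI4K2A using PI as substrate and ATP, the latter dispensed at 300 microM. Reactions run one hour at ambient temperature before ADP-Glo detection; full inhibition defined by wells lacking enzyme.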
G9a block – G9a (human) methyltransferase inhibition; Q96KQ7; G9a H3K9 monomethylation, AlphaScreen, 2 h; Potency, µM (highest dose often 102 µM), for the others: at the highest dose activity, negative = inhibition, hits mostly inhibitors; 350,000 tested, 8.8% active; further: potency means the concentration at half of the fitted maximal effect; on the % scale 0 is the no-effect control and ±100 the full control effect; nearly all actives have a fitted effect of over 75% in size
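Compounds were preincubated with 20 nM G9a for 15 min, after which biotinylated H3K9 peptide (500 nM) and SAM (20 uM) started a 2 h room-temperature reaction. Monomethylated product was quantified by antibody-based AlphaScreen chemiluminescence.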
BAZ2B block – blocks human BAZ2B; AID 504333; AlphaScreen BAZ2B-H3K14Ac peptide displacement; 360,000 tested, 4.4% active; Potency, µM (series often up to 114 µM), without a hit: at the highest dose activity change, negative = inhibition, actives largely listed as inhibitors; Q9UIF8; further: potency means the concentration at half of the fitted maximal effect; on the % scale 0 is the no-effect control and ±100 the full control effect; nearly all actives have a fitted effect of over 60% in size
Target sequence (Q9UIF8 whole entry, looked up): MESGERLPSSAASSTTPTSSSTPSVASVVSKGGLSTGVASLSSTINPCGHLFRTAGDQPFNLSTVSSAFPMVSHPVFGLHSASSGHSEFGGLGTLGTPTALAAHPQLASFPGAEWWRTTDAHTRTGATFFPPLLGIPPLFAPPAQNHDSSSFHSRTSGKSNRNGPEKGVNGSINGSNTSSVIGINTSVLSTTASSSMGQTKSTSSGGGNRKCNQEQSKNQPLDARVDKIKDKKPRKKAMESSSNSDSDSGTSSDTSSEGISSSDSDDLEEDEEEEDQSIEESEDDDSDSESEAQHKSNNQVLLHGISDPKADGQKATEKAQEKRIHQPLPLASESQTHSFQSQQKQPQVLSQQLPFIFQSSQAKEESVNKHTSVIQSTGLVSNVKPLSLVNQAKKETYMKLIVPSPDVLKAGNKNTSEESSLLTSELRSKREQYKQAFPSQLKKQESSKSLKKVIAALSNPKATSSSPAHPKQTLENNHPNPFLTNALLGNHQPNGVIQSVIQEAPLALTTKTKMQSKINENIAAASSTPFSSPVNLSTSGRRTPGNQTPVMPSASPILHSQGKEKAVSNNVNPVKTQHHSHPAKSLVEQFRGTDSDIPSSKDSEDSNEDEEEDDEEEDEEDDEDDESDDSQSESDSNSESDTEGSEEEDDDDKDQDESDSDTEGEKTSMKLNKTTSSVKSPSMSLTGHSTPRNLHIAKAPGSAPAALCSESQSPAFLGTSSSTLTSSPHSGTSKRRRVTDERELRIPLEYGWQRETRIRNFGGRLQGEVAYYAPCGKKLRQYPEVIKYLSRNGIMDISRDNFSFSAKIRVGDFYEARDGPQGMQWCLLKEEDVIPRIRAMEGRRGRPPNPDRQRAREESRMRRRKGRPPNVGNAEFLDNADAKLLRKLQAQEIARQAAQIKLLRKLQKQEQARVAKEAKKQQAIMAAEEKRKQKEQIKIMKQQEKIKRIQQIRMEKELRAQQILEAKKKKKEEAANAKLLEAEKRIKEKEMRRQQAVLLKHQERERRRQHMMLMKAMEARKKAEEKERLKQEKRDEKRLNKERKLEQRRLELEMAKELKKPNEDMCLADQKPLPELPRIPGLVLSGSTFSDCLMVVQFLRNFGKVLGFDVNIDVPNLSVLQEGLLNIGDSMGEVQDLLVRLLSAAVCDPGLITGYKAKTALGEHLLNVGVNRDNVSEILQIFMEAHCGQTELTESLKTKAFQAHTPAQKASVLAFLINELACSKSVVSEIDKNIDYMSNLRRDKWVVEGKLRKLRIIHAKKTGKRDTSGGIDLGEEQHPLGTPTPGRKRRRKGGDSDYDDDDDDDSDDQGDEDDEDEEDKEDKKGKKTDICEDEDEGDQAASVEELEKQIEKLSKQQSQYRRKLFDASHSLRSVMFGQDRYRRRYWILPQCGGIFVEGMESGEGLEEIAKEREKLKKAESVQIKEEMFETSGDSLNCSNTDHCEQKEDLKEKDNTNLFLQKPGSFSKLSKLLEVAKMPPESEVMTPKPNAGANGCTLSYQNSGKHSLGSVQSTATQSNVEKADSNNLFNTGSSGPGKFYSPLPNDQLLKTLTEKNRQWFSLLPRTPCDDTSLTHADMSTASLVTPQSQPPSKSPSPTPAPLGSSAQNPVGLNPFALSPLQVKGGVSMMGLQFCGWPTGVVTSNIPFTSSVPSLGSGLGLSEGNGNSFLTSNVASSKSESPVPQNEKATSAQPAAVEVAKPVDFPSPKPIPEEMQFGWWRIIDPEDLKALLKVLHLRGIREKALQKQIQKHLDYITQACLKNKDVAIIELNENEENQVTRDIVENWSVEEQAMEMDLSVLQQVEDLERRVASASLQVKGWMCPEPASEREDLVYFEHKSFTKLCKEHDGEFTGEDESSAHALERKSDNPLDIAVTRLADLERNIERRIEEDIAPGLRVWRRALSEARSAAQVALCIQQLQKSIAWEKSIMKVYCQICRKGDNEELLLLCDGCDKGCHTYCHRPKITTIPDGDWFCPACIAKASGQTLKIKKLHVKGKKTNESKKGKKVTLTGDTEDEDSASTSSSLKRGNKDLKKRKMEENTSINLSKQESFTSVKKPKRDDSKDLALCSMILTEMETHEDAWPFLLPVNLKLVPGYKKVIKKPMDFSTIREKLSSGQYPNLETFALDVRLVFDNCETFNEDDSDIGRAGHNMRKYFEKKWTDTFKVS
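AlphaScreen displacement of biotin-H3(5-23)K14Ac peptide (50 nM final) from BAZ2B (50 nM final) in PBS pH 7.4, 0.01% Tween-20; complex preformed 30 min RT, then compounds (top 110 uM) 30 min RT, beads 20 min dark.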
HP1b binding inh – blocks HP1-beta chromodomain binding to methylated histone tails; P83916; 390,000 tested, 0.56% active; AID 540317; AlphaScreen HP1-beta / biotin-H3K9me3 peptide binding; Potency, µM (top dose mostly 114 µM), without a hit: at the highest dose activity change, negative = inhibition, most hits filed as inhibitors; further: potency means the concentration at half of the fitted maximal effect; nearly all actives have a fitted effect of over 70% in size; inactives centre near 23
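HP1-beta protein (50 nM final) preincubated 30 min at room temperature with biotinylated H3(1-18)K9me3 peptide (50 nM) in PBS pH 7.4, 0.01% Tween-20, then compound added for 30 min. AlphaScreen streptavidin donor/nickel chelate acceptor beads (10 ug/mL final), 30 min dark, luminescence read.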
Pin1 inhibitor – blocks the human prolyl isomerase Pin1; 390,000 tested, 0.009% active; Potency, µM (highest dose often 115 µM), inactives show at the highest dose activity, negative = inhibition, most hits filed as inhibitors; Q13526; Pin1 FP peptide displacement, HiFluor488, 10 min; active means well fitted inhibition curve with a large enough effect in the polarisation, with a control signal flat, not every such curve was filed as active; inconclusive means small, poorly fitted or top-dose-only effect, or effect the other way, or a change in a side signal; inactive means no such curve, though single readings can be large or run the other way; the % refers to the polarisation; further: potency means the concentration at half of the fitted maximal effect; on the % scale 0 is the no-effect control and ±100 the full control effect
ERG Ets-DNA blk – inhibitors of human ERG Ets domain-DNA interaction; P11308; fluorescence polarization, His-ERG Ets domain / labelled DNA; Potency, µM (top dose mostly 76.9 µM), inactives show at the top dose FP activity, negative = inhibition, actives largely listed as inhibitors; 370,000 tested, 0.028% active; AID 624246; active means well fitted inhibition curve with a large enough effect in the polarisation, with a control signal flat; inconclusive means small, poorly fitted or top-dose-only effect, or effect the other way, or a change in a side signal; inactive means no such curve, though single readings can be large or run the other way; the % refers to the polarisation;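 further: polarization taken with two DNA probes labelled with fluorescein and Texas red; potency means the concentration at half of the fitted maximal effect; % of control where 0% means no effect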
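His-tagged ERG Ets domain (1 uM in the protein solution; 300mM KCl, 50mM Tris-HCl, 1mM EDTA, 1mM DTT, pH 7.5) received compound, then a probe mix of 5 nM fluorescein-DNA and 100nM Texas-615-DNA. Fluorescence polarization was read for both dyes.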
JMJD2A Tudor inh – blocks the human JMJD2A Tudor domain. AlphaScreen JMJD2A-Tudor / H3K4me3 peptide binding. 390,000 tested, 4.4% active. Potency, µM (doses to about 114 µM), for the others: top-dose activity change, negative = inhibition, hits mostly inhibitors. O75164; further: potency means the concentration at half of the fitted maximal effect; on the % scale 0 is the no-effect control and ±100 the full control effect; nearly all actives have a fitted effect of over 50% in size
PGK inhibitor – inhibitors of T. brucei phosphoglycerate kinase. P07378. PGK/GAPDH coupled, Kinase-Glo luminescence, 60 min. Potency, µM (series often up to 57.5 µM), for the others: at the highest dose activity change, negative = inhibition, hits mostly inhibitors. 380,000 tested, 0.043% active. AID 602233; further: potency means the concentration at half of the fitted maximal effect; on the % scale 0 is the no-effect control and ±100 the full control effect; nearly all actives have a fitted effect of over 60% in size
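Recombinant glycosomal PGK reaction used 1,3-bisphosphoglycerate generated in-well by GAPDH (100nM final) in 100mM TEA pH 7.6, 5mM MgCl2, 0.01% Tween-20. After 60 minutes at room temperature, ATP was read by Kinase-Glo Plus luminescence end-point.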
Starred values were filed as active, the others as inactive; i = inactive; u = inconclusive; x = not tested or not shown; [ ] = remark or other dose. Unless noted, the call rests on the fitted dose curve; in most records, active means well fitted curve in the direction sought with a large enough effect; inconclusive means small, poorly fitted or top-dose-only effect, or another doubt; inactive means no such curve, though single readings can be large; an effect the other way counts as inactive or inconclusive.

Results follow in this order: ERG Ets-DNA blk	G9a block	BAZ2B block	GLS inhibitor	HP1b binding inh	Pin1 inhibitor	JMJD2A Tudor inh	PI4K2A inh	PGK inhibitor
CCCNC(=O)NC(=O)CSc1nnc(-c2c[nH]c3ccccc23)o1
    -8%	19%	0%	-10%	-19%	1%	4%	1	i
CCOC(=O)C(=Cc1ccc(-c2ccsc2C(=O)OC)o1)C(=O)OCC
    9%	81%[activator][59 µM]	-4%	-4%	45%[activator]	21%	6%	7	-7%
CCOc1ccc(/C=N/NC(=O)c2cc3c(OC)cc(OC)cc3[nH]2)cc1OC
    3%	-8%	u	13%	30%	10%	-27%	-1	x
O=S(=O)(Nc1cccc(-c2ccc(N3CCOCC3)nn2)c1)c1ccc(F)cc1F
    -3%	4%[59 µM]	-2%	18%	17%[57 µM]	2%	-20%	-4	-12%
O=C(Nc1ccccc1C(=O)N1CCCC1)c1ccccc1
    x	4%[59 µM]	0%	-4%	10%	5%	-5%	-5	-5%
NC(=S)N/N=C/C=C/c1ccccc1
    7%	0%[59 µM]	u	26%	-2%	-3%	-20%	-3	1%
COc1ccc(CN2C(=O)C(NC(=O)c3ccc(C)cc3)(C(F)(F)F)N=C2c2ccccc2)cc1 (stereo unspecified)
    -1%	5%[59 µM]	-29%	-15%	8%	15%	-29%	-3	-10%
CN(C)c1cc[n+](CC(=O)Nc2ccccc2C(F)(F)F)cc1
    -3%	-1%[0.501 µM]	4%	-15%	31%	0%	-5%	4	-4%
COc1ccc(S(=O)(=O)N2CC=C(C(=O)NC3CCCC3)CC2)cc1
    -1%	-21%	-4%	8%	20%	-9%	u	4	-3%
CCOc1ccc(CCNC(=O)COC(=O)c2ccc[nH]c2=O)cc1OCC
    2%	x	x	7%	20%	-3%	-7%	-4	-9%
COc1ccc(OC)c(/C=C/C(=O)c2ccc(Cl)cc2)c1
    -2%	165%[activator]	65%[activator]	-13%	134%	u	56%[activator]	14	i
O=c1c2c3c(sc2ncn1/N=C/c1ccco1)CCCC3
    -6%	-10%[59 µM]	-28%	-2%	-3%	-5%	-18%	-6	-4%
COC(=O)c1cc(OC)c(OC)cc1NC(=O)C1CCCO1 (stereo unspecified)
    2%	9%[12.7 µM]	-19%	-1%	19%	11%	-8%	0	4%
Cc1cccc(C)c1NC(=O)CN(C)C(=O)c1cccc(NS(=O)(=O)c2ccccc2)c1
    -2%	-3%	-4%	-3%	25%	1%	-14%	-3	4%
COc1ccccc1C(=O)Nc1c(C(=O)Nc2ccc(C)cc2)oc2ccccc12
    0%	-5%[59 µM]	-20%	2%	30%	-10%	-12%	-4	-7%
COc1cccc(Nc2nc(N)nc(-c3oc4ccccc4c3C)n2)c1
    8%	-5%[12.7 µM]	u	-1%	0%	-1%	-32%	-6	-3%
O=C(NC1CCCC1)C(c1ccc(F)cc1)N(Cc1ccccc1)C(=O)c1csnn1 (stereo unspecified)
    -6%	24%	0%	7%	22%	-4%	-12%	-2	i
O=C(O)COc1cccc(/C=C2/SC(=S)N(Cc3ccccc3)C2=O)c1
    32%[activator]	45µM*	u	-15%	-36%	u	50µM*	1	-16%
O=C1C2CC=CCC2C(=O)N1Cc1ccccc1 (stereo unspecified)
    x	-7%[59 µM]	3%	13%	19%	-1%	1%	1	-4%
CCN(CC)S(=O)(=O)c1ccc(C(=O)OCn2c(SC)nnc(C)c2=O)cc1
    -6%	-2%[59 µM]	3%	-8%	43%[activator]	0%	-7%	6	-4%
Cc1ccc(Cl)cc1NC(=O)Cc1ccc(-n2c(C)nc3cccnc32)cc1
    7%	-31%[59 µM]	-6%	0%	50%[activator]	20%	-6%	-3	-3%
O=C(NCc1ccco1)c1noc2c1CCCCC2
    -4%	21%[12.7 µM]	6%	-3%	17%	2%	-11%	-3	-8%
O=C(Nc1cccs1)Nc1cccnc1Cl
    3%	6%	-36%	7%	7%	-15%	1%	-1	-6%
Cc1cc(C)nc(N2CCCC(C(=O)Nc3ccc(F)cc3)C2)n1 (stereo unspecified)
    u	7%	0%	-3%	13%	-3%	-4%	4	-1%
O=C(N/N=C/c1ccccc1F)NC1CCCCC1
    -7%	20%[59 µM]	-25%	1%	6%	-11%	-18%	4	-6%
COc1ccc2c(c1)c(=O)oc1cc(OCC(=O)N3CCCC(C)C3)ccc12 (stereo unspecified)
    -7%	0%[12.7 µM]	-1%	1%	13%	-3%	-24%	7	-10%
Cc1ccccc1N(CC(=O)NC1CCCC1)C(=O)c1csnn1
    1%	x	1%	4%	12%	-11%	-10%	-3	-4%
CC(C)N1C(=O)CCC1C(=O)NCc1ccccc1Cl (stereo unspecified)
    7%	17%	3%	1%	33%	-1%	-16%	-3	-4%
CC(=O)Nc1nnc(SCc2cc(=O)c3cc(C)ccc3[nH]2)s1
    -3%	13%[59 µM]	u	-4%	8%[57 µM]	u	u	-4	-17%
COc1ccccc1C(=O)NCCC(=O)NNC(=O)Cn1ccc(C(F)(F)F)n1
    -3%	-4%	-3%	0%	18%	7%	-1%	3	-4%
O=C(NN=C1CCN(Cc2ccccc2)CC1)C(O)c1ccccc1 (stereo unspecified)
    -2%	17%	-6%	-9%	41%[activator]	4%	-13%[57.1 µM]	2	-2%
O=C(Cn1nc(C(=O)O)c2ccccc2c1=O)NCC1CCCO1 (stereo unspecified)
    6%	71µM*	3%	2%	11%	-1%	-4%	4	-1%
O=C(Nc1ccc2nc(C3CC3)n(Cc3ccccc3)c(=O)c2c1)C1CC1
    -10%	x	-24%	1%	53%[activator]	-6%	-15%	-2	i
N#Cc1c(Nc2ccc(Cl)cc2)s[nH]c1=O
    -1%	x	-5%	u	-5%	u	79µM*	-11	-3%
CCN1CCN(CCc2nc3cc(NC(=O)COc4ccccc4)ccc3n2C)CC1
    1%	0%	-2%	-2%	62%[activator]	0%	-15%	3	2%
COc1ccccc1CP(=O)(c1ccccc1)c1ccccc1
    -7%	10%	2%	22%	36%	-1%	-5%	1	3%
CCC(CC)C(=O)Nc1nnc(S(=O)(=O)N(C)c2cc(C)cc(C)c2)s1
    -3%	-36%[59 µM]	u	-13%	27%	45%[activator]	-15%	-5	1%
COc1ccc(Cn2c(C(=O)O)c(CNCc3cccc(OC)c3)c3ccc(C)cc32)cc1
    4%	u	-36%	4%	29%	5%	-28%	-1	-10%
O=C(N/N=C/c1cc([N+](=O)[O-])ccc1O)C(O)(c1ccccc1)c1ccccc1
    2%	x	u	17%	28%	-6%	79µM*	-1	-9%
CC1=CN2C(=NC(=O)CC2(C)C(=O)N(CC(=O)NC2CCCC2)c2ccccc2C)C=C1 (stereo unspecified)
    -6%	-3%[59 µM]	5%	0%	70%[activator]	u	-2%[57.1 µM]	3	6%
CCN(CC)S(=O)(=O)c1ccc(NC(=O)c2c(C)oc3ncnc(N4CCCCC4)c23)cc1
    1%	-3%[59 µM]	-2%[57.1 µM]	-14%	-17%	2%	-17%	4	0%
CCCNC(=O)c1nn2c(C(F)(F)F)cc(-c3ccccc3)nc2c1Cl
    15%	61%[activator]	-2%	2%	26%	2%	-17%	1	i
COc1ccccc1C=NNc1ccc([N+](=O)[O-])cn1
    0%	x	x	-5%	18%	2%	-16%	2	-7%
N#Cc1c[nH]n2c(=O)cc(Cc3ccccc3)nc12
    -12%	u	4%	4%	10%	1%	-16%	4	-3%
Cc1ccc(S(=O)(=O)N(Cc2ccc(F)cc2)Cc2ccco2)cc1
    -13%	23%[59 µM]	18%	14%	81%[activator]	9%	18%	0	-4%
CCCCC(=O)Nc1ccc(OCc2cc(=O)n3c(C)csc3n2)cc1
    -2%	8%[59 µM]	4%	1%	54%[activator]	u	-11%	0	1%
Cc1cc(C)c(C)c(S(=O)(=O)N2CCC(C(=O)N3CCN(c4ccc(F)cc4)CC3)CC2)c1C
    -3%	x	x	-4%	6%[57 µM]	27%	-21%	-1	1%
CC1(c2ccccc2)CC(C)(C)N2C(=O)Cc3cccc1c32 (stereo unspecified)
    -8%	-22%	23%	-1%	28%	-2%	-3%	-13	2%
O=C(COC(=O)Cc1ccc(Cl)cc1)Nc1ccccc1-c1ccccc1
    -6%	46%	43%[activator]	3%	100%[activator]	5%	17%	3	-8%
O=C(O)Cn1cc(/C=N/Nc2ccc([N+](=O)[O-])cn2)c2ccccc21
    11%	45µM*	u	u	u	43%[activator]	u	-5	-7%
CC(=O)N1CCc2c(sc3c2c(=O)n(-c2ccccc2)c(=O)n3CC(=O)Nc2ccccc2)C1
    0%	6%[59 µM]	-2%	1%	9%	27%	79µM*	-2	9%
COc1cccc(Cn2c(NCc3ccco3)nc3c2c(=O)n(C)c(=O)n3C)c1
    3%	22%[12.7 µM]	-7%	7%	-8%	0%	u	1	-11%
CCOCCOc1cccc(C(=O)NC(C)c2ccc3ccccc3c2)c1 (stereo unspecified)
    -2%	41%	7%	2%	19%	-1%	3%	-1	2%
O=C(CCN1CCOCC1)c1ccc2c(c1)OCCO2
    0%	8.9µM*	3%	-4%	27%	12%	-11%	11	-10%
CC(C)N(Cc1nccn1C)C(=O)c1cc(COc2ccc(F)cc2Cl)on1
    -19%	42%	-19%	-5%	21%	2%	-13%	4	-7%
